GalR3 antagonist = human GalR3 antagonism | O60755 | HEK293 GalR3-CNG cAMP membrane potential fluorescence; galR3 body fused to GalR1 C-terminus | inhibition, % at 3 µM | actives 0.44% (n = 360,000) | AID 651719;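 active = inhibition above the screen-wide average plus 3 SD, cut at about 13% in these data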;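 note: forskolin and galanin both at EC90 stimulate the cells; cAMP rise reported by CNG channel membrane potential dye signal; 0% = forskolin plus galanin with DMSO and 100% = forskolin alone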
Target sequence (O60755 1-299 limits assumed): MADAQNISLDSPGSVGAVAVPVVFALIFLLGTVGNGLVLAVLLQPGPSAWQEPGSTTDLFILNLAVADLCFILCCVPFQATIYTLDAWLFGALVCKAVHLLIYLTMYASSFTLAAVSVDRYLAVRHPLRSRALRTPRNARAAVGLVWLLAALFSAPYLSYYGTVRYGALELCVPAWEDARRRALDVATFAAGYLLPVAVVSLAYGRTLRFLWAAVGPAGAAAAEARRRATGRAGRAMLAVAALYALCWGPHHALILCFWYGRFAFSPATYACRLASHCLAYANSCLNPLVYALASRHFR
CRFR2-BP antag = CRF-BP/CRF-R2 complex antagonism | HEK293 CRF-R2/CRF-BP, CRF-induced calcium fluorescence | inhibition, % at 11.8 µM | actives 0.59% (n = 350,000);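 active = inhibition of the ligand-induced calcium signal above about 50% at the single tested concentration, limit read from the data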
An asterisk follows results filed as active. An excerpt; the hit share may differ from the screen's.

SMILES	GalR3 antagonist	CRFR2-BP antag
CC1=C(C(=O)N2CCOCC2)CC(CC(=O)NC(c2ccccc2)c2ccccc2)C(=O)N1Cc1ccc(F)cc1 (configuration not stated)	0	-4
O=C(COC(=O)/C=C/c1ccc2ccccc2n1)NNC(=O)c1ccccc1	-4	-6
CCN(CC(=O)Nc1ccccc1C(F)(F)F)C(=O)c1ccc2c(c1)NC(=O)C(C)S2 (configuration not stated)	-8	-5
COc1ccc(C)c2sc(N(CCN(C)C)C(=O)c3ccc(S(=O)(=O)N(C)c4ccccc4)cc3)nc12	-5	-3
O=[N+]([O-])c1ccc(-c2nc(Cl)c3c(n2)CCCC3)o1	-5	24
COc1ccccc1-c1n[nH]nc1C1=CC(=O)CC(C)(C)C1	-1	-1
CCOC(=O)Nc1ccc2nc(-c3cscn3)[nH]c2c1	-3	-12
CNC(=O)c1ccc(CN(C)C(=O)/C=C/c2ccc(S(=O)(=O)N3CCCCCC3)cc2)cc1	-9	-3
S=C1SC2(CCCCCC2)NC2=C1CCCCC2	-6	41
CC1=C(C(=O)N2CCOCC2)CC(CC(=O)NCc2cccs2)C(=O)N1Cc1ccc(F)cc1 (configuration not stated)	-7	-2
CCCN(CC1CC1)C(=S)NC(=O)c1ccccc1C	-1	-2
CC1=C(C(=O)N2CCOCC2)CC(CC(=O)NCc2ccco2)C(=O)N1Cc1ccc(C(C)(C)C)cc1 (configuration not stated)	-8	3
O=C1[C@H]2[C@@H](c3ccc(C(F)(F)F)cc3)N[C@]3(CCCN(Cc4ccc(F)cc4)C3=O)[C@H]2C(=O)N1Cc1ccccc1	-7	-16
Cn1c(CC(O)c2nc3ccccc3n2C)nc2ccccc21 (configuration not stated)	-4	7
CCCc1ccc(S(=O)(=O)N2CCN(C(=O)CN3C(=O)NC(C)(C4CC4)C3=O)CC2)cc1 (configuration not stated)	-8	12
C#CCN(C[C@H]1[C@H](OC(=O)NCc2ccccc2F)[C@H](OC(=O)NCc2ccccc2F)C[C@@H](C(=O)OC)[C@H]1C(=O)OC)S(=O)(=O)c1ccc(C)cc1	-9	20
COc1ccc(CNC(=O)O[C@@H]2C[C@H]3C(=O)N(c4ccccc4)C(=O)[C@H]3[C@@]3(CN(S(=O)(=O)c4ccc(C)cc4)C[C@H]3C)[C@@H]2O)cc1OC	-3	-18
C=CCn1nc(C(=O)OCC)cc1-c1sc(NC(=O)c2ccccc2)nc1C	-1	-10
O=C(CN1CCOCC1)N1c2ccccc2Sc2ccc(Cl)cc21	-4	2
COc1ccc(NC(=O)c2ccccc2SCc2ccccc2)cc1	-9	1
COc1cccc(CN(C)C[C@@H]2OCc3cnnn3CCCC(=O)N([C@@H](C)CO)C[C@H]2C)c1	3	8
O=C(Nc1ccc2c(c1)[C@H]1C[C@@H](CC(=O)N3CCOCC3)O[C@@H](CO)[C@H]1O2)C1CCOCC1	0	35
CN(Cc1ccccc1)C(=O)c1ncn2c1c(=O)[nH]c1cccnc12	-4	0
COc1ccc([C@H]2N[C@]3(CCCN(CC4CCCCC4)C3=O)[C@H]3C(=O)N(C)C(=O)[C@@H]23)cc1	-7	3
Cc1cc(C(=O)N2CCCC(N3CCN(c4ccccc4C)CC3)C2)no1 (configuration not stated)	2	3
Cc1nn(CC(C)C)c(Cl)c1C(=O)NCC1CCCO1 (configuration not stated)	-4	-13
CC1(C)CC(=O)C=C(c2cn[nH]n2)C1	-8	28
Cc1ccc(NC(=O)COC(=O)c2cccc(S(=O)(=O)N3CCCCCC3)c2)cc1	-4	-3
CCOc1ccc(OCCC(=O)Nc2ccccc2C(=O)NC2CC2)cc1	-8	-6
O=C(C=CC=Cc1ccccc1)c1ccc([N+](=O)[O-])cc1	-3	0

Some of the entries so far, with the structure last.
GalR3 antagonist,CRFR2-BP antag,molecule
3,8,COc1cccc(CN(C)C[C@@H]2OCc3cnnn3CCCC(=O)N([C@@H](C)CO)C[C@H]2C)c1
0,35,O=C(Nc1ccc2c(c1)[C@H]1C[C@@H](CC(=O)N3CCOCC3)O[C@@H](CO)[C@H]1O2)C1CCOCC1

Going on with the list:
SMILES	GalR3 antagonist	CRFR2-BP antag
O=C(CC1CCCC1)NNC(=O)c1ccccc1O	-8	5
COc1ncnc2c1ncn2CCCN1CCN(c2ncccn2)CC1	-6	11
O=C(COC(=O)c1ccc(S(=O)(=O)N2CCOCC2)cc1)NCc1ccco1	-3	-13
CN(C)S(=O)(=O)c1cccc(NC(=O)CNc2cccc(S(=O)(=O)N3CCCCC3)c2)c1	-9	3
COCCNC(=O)C[C@@H]1C[C@H]2c3cc(NC(=O)Nc4ccc(F)cc4)ccc3O[C@H]2[C@H](CO)O1	2	13
CSc1ncnc2c1ncn2CCCN(C)Cc1ccco1	-6	-7
Cc1ccc(S(=O)(=O)N2C[C@H]3C(=O)C[C@@H](c4ccc(Cl)cc4)N(S(=O)(=O)c4ccccc4C)[C@H]3C[C@H]2c2ccc(Cl)cc2)cc1	-5	7
COc1cc2ccc(C(C)=NOC(C)=O)cc2cc1OC	-6	-5
CCOC(=O)C(=O)NCC1CCCN1S(=O)(=O)c1cccs1 (configuration not stated)	-5	1
COc1cc(NC(=O)CN2CCN(C(=O)c3ccco3)CC2)c(C)cc1[N+](=O)[O-]	-6	16

4 of the compounds above, with two lines to a compound:
Values run as follows: GalR3 antagonist, CRFR2-BP antag
CSc1ncnc2c1ncn2CCCN(C)Cc1ccco1
    -6, -7
Cc1ccc(S(=O)(=O)N2C[C@H]3C(=O)C[C@@H](c4ccc(Cl)cc4)N(S(=O)(=O)c4ccccc4C)[C@H]3C[C@H]2c2ccc(Cl)cc2)cc1
    -5, 7
COc1cc2ccc(C(C)=NOC(C)=O)cc2cc1OC
    -6, -5
CCOC(=O)C(=O)NCC1CCCN1S(=O)(=O)c1cccs1 (configuration not stated)
    -5, 1

The results go on.
SMILES	GalR3 antagonist	CRFR2-BP antag
CC(C)CC1C(=O)N(Cc2cn(CCC3OCCO3)nn2)CCS(=O)(=O)N1Cc1ccc(-c2ccc(F)nc2)cc1 (configuration not stated)	-1	2
C[C@@H]1CN([C@H](C)CO)C(=O)CCCn2nncc2CO[C@H]1CN(C)S(=O)(=O)c1cn(C)cn1	-6	2
CCc1ccc(NC(=O)C(C)OC(=O)Cn2[nH]c(=O)c3ccccc3c2=O)cc1 (configuration not stated)	-5	-11
C[C@@H]1CN([C@@H](C)CO)C(=O)CCCn2nncc2CO[C@@H]1CN(C)C(=O)Nc1cccc(Oc2ccccn2)c1	-4	3
COc1cccc(CN(C)CCCn2cnc3c(SC)ncnc32)c1	-5	3
Cc1cccc(NC(=O)COC(=O)c2c(-c3ccccc3)noc2C)c1	2	-10
CC(C)(C)c1ccc(C(=O)O/N=C(\N)Cc2cccs2)cc1	-8	5
CC1CN(C(=O)CSc2nc(N)c(NC(=O)c3ccc(C(F)(F)F)cc3)c(=O)[nH]2)CC(C)O1 (configuration not stated)	-4	6
C[C@@H]1CN([C@@H](C)CO)C(=O)c2cc(Br)cnc2O[C@@H]1CN(C)Cc1ccc(Oc2ccccc2)cc1	-3	-8
CC(=O)N1C[C@H]2CON(C)[C@H]2C[C@H]1c1cccc(N2CCOCC2)c1	-5	4
CSC1=NN(c2ccccc2)CN(c2ccccc2)N1C	-7	11
COc1ccc(S(=O)(=O)N2CCCC2CNC(=O)C(=O)NC2CCCC2)cc1 (configuration not stated)	-6	3
O=C(NCC1CCCN1S(=O)(=O)c1cccs1)C(=O)Nc1ccccc1F (configuration not stated)	7	8
CCN1C(=O)C(=CC=CN(C)c2ccccc2)SC1=S	-5	-65
COc1ccc(C)cc1NC(=O)COC(=O)c1c(-c2ccccc2)noc1C	-10	14
O=C(NNC(=O)C1CCC1)c1ccc(F)cc1	-6	-4
CCC/C=C/c1ccc(CN2C(C)C(=O)N(Cc3cn(CCC4OCCCO4)nn3)CCS2(=O)=O)cc1 (configuration not stated)	-4	7
N#Cc1cnc(=S)n(-c2cc(C(F)(F)F)cc(C(F)(F)F)c2)c1N	-7	7
CC1(c2ccc3c(c2)OCCCO3)NC(=O)N(CC(=O)NCCc2ccc(F)cc2)C1=O (configuration not stated)	-5	-41
O=C(CSc1ccc(F)cc1)NC(=O)c1ccccc1	-9	15
Clc1ccc(C(c2cccs2)N2CCNCC2)cc1 (configuration not stated)	-6	-20
CCc1sc(C(=O)N(CCOC)c2c(N)n(Cc3ccccc3)c(=O)[nH]c2=O)cc1C	-7	-4
C[C@H]1CCCCO[C@H](CN(C)Cc2ccccc2)[C@@H](C)CN([C@@H](C)CO)C(=O)c2cc(NC(=O)CCC(F)(F)F)ccc2O1	-5	-21
Cc1ccc(S(=O)(=O)N2CCCCC2)cc1NC(=O)CN1CCCC1c1cccs1 (configuration not stated)	-6	-6
CCN(CC)C(=O)C1=C(C)N(Cc2ccccc2)C(=O)C(CC(=O)NC(c2ccccc2)c2ccccc2)C1 (configuration not stated)	-7	9
CC1=C(C(=O)N(C)C)CC(CC(=O)NCCN2CCOCC2)C(=O)N1CCC1=CCCCC1 (configuration not stated)	-4	-10
Cn1c(=O)c2cccnc2c(=O)n1C	0	12
OC(c1ccccc1)C(NCc1ccccc1)c1ccccc1 (configuration not stated)	-3	-17
COc1cccc(S(=O)(=O)N(C)C[C@@H]2OCc3cnnn3CCCC(=O)N([C@H](C)CO)C[C@H]2C)c1	-4	-3
C[C@@H]1CN([C@H](C)CO)C(=O)CCCn2nncc2CO[C@H]1CN(C)S(=O)(=O)c1cccc(C#N)c1	-5	2
CCOc1ccccc1NC(=O)C1C(c2ccccc2)C1(Cl)Cl (configuration not stated)	-5	20
CC(=O)Oc1cccc(C2=CC(=O)CC(C)(C)C2=O)c1	-8	-4
COc1ccccc1CCc1nnc(CCC(=O)NCCC2CCCCO2)o1 (configuration not stated)	-7	11
COc1ccc(-c2cc3nc(-c4ccccc4)cc(N4CCN(C(=O)c5ccoc5)CC4)n3n2)cc1	-6	2
C[C@H](O)CNC(=O)c1[nH]cnc1C(=O)Nc1ccc(CNC(=O)OC(C)(C)C)cc1	-6	3
CC(=O)N(C(C)=O)c1ccc2c(c1)OCCO2	-5	-9
C[C@H](CO)N1C[C@H](C)[C@@H](CN(C)C(=O)Nc2ccc3c(c2)OCCO3)OCc2cnnn2CCCC1=O	-4	8
COc1ccc(Cc2noc(=O)[nH]2)cc1	-6	-21
C[C@H](CO)N1C[C@H](C)[C@H](CN(C)C(=O)c2ccccn2)Oc2ncc(Br)cc2C1=O	-6	14
O=C1NC(Cc2ccc(O)cc2)c2nc3cc(F)ccc3c(=O)n2-c2ncccc21 (configuration not stated)	-7	-3
C[C@@H]1CN([C@@H](C)CO)C(=O)CCCn2cc(nn2)CO[C@H]1CN(C)S(=O)(=O)c1ccc(-c2ccccc2)cc1	-5	4
COc1cc(CNC(=O)C2CC(O)CN2C(=O)Nc2ccccc2)cc(OC)c1OC (configuration not stated)	-1	23
O=C(COc1ccc(Br)cc1)N(Cc1nnc(-c2ccccc2Cl)o1)C1CC1	-4	7
COc1ccc(C#Cc2cnc3c(c2)C(=O)N([C@@H](C)CO)C[C@@H](C)[C@@H](CN(C)CC2CCOCC2)O3)cc1	-7	5
O=C(OCc1ccccc1)C1CCN(S(=O)(=O)c2cccs2)CC1	-5	-6
COc1ccc([C@H]2C[C@@H](n3cc(-c4ccc(F)cc4)nn3)[C@H](O)CN2C(=O)C2CCCCC2)cc1	-6	-8
O=S(=O)(Nc1ccc2c3c(cccc13)CC2)c1ccccc1	-6	16
CC1CCCC(C)N1CCCNC(=O)C1CCCN(S(=O)(=O)N2CCCCC2)C1 (configuration not stated)	1	7
CCCCCC(=O)N1C[C@@H](O)[C@H](n2cc(C3CC3)nn2)C[C@@H]1c1ccc(Cl)cc1	-4	-5
Cc1ccc(S(=O)(=O)N2C[C@H]3C(=O)C[C@@H](c4cccc(Cl)c4)N(S(=O)(=O)c4ccc(C)cc4)[C@H]3C[C@H]2c2cccc(Cl)c2)cc1	-4	0

A second format for part of the listing above.
SMILES: O=C1[C@H]2[C@@H](c3ccc(C(F)(F)F)cc3)N[C@]3(CCCN(Cc4ccc(F)cc4)C3=O)[C@H]2C(=O)N1Cc1ccccc1
  GalR3 antagonist: -7
  CRFR2-BP antag: -16

SMILES: Cn1c(CC(O)c2nc3ccccc3n2C)nc2ccccc21 (configuration not stated)
  GalR3 antagonist: -4
  CRFR2-BP antag: 7

SMILES: CCCc1ccc(S(=O)(=O)N2CCN(C(=O)CN3C(=O)NC(C)(C4CC4)C3=O)CC2)cc1 (configuration not stated)
  GalR3 antagonist: -8
  CRFR2-BP antag: 12

SMILES: C#CCN(C[C@H]1[C@H](OC(=O)NCc2ccccc2F)[C@H](OC(=O)NCc2ccccc2F)C[C@@H](C(=O)OC)[C@H]1C(=O)OC)S(=O)(=O)c1ccc(C)cc1
  GalR3 antagonist: -9
  CRFR2-BP antag: 20

New compounds follow.
SMILES	GalR3 antagonist	CRFR2-BP antag
O=C1CN(C(=O)COC(=O)c2cc(Cl)ccc2[N+](=O)[O-])c2ccccc2N1	-5	11
CC(=O)n1cc(C2CC(=O)OC3=C2CC(=O)C(C)(C)C3)c2ccccc21 (configuration not stated)	-4	-2
C[C@@H]1CN([C@H](C)CO)C(=O)CCCn2nncc2CO[C@H]1CN(C)Cc1cccc2c1OCCCO2	-6	11
CCCCN1C(=O)C(CC(=O)NCCN2CCOCC2)CC(C(=O)N(C)C)=C1C (configuration not stated)	-7	-22
COc1ccc(Cl)cc1NC(=O)CN(C)C(=O)c1cn(-c2ccccc2)nc1-c1cccs1	-5	6
CSc1cccc(CNC(=O)C2CCC(=O)N(CCc3ccccc3)C2)c1 (configuration not stated)	-8	-7
CCCCN1C(=O)C(CC(=O)NC2CCCCC2)CC(C(=O)N(CC)CC)=C1C (configuration not stated)	1	5

Bioassay records: PubChem BioAssay, several laboratories
